Source: PubChem
Wnt bcat act = activates Wnt/beta-catenin signaling in a reporter cell assay; activator, plate reader; hit rate 1.2% among 300,000; activation, % at 9.35 µM; in the data active means activation above about 30%, passing the limit was not always enough; inconclusive means no clear call, values can overlap the other calls;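 further: 0% = neutral control wells and 100% = positive control wells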
SR-BI uptake up = enhances SR-BI lipid uptake from DiI-HDL; activation, % at 12.5 µM; AID 504775; CHO ldlA[mSR-BI] cells, DiI-HDL uptake fluorescence, 3 h; 100 = double the neutral-control signal; hit rate 0.096% among 320,000;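 active means mean replicate activation of at least 60% and every replicate at or above 60%; inconclusive means mean or all-replicate condition met, but not both; inactive means mean below 60% and not all replicates reaching 60%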;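 further: 0% = median plate neutral-control signal and 100% = twice that signal; values of inactives mirror those of a sister screen read the other way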
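Assay system: CHO ldlA[mSR-BI] cells, LDL receptor-null, SR-BI overexpressing; medium: Ham's F12 with 0.5% BSA, HEPES 25 mM, pH 7.4; also added: DiI-HDL 10 µg/mL; timing: 3 h uptake period with compound, 37 °C; signal: DiI fluorescence, bottom read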
SR-BI DiI inh = mouse SR-BI HDL lipid transfer inhibition. Q61009. hit rate 0.96% among 320,000. ldlA[mSR-BI] CHO cells, DiI-HDL uptake fluorescence, 3 h. inhibition, % at 12.5 µM;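 active means mean replicate inhibition of at least 70% and a set share of replicates each scoring 70 or more; inconclusive means meets just one of the two criteria; inactive means fails both criteria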;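 further: 0% = median of neutral control wells and 100% = median of positive control wells; values of inactives mirror those of a sister screen read the other way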
CDK5 inh = CDK5/p35 (human) kinase inhibition. Q00535+Q15078. Recombinant CDK5/p35, ADP-Glo luminescence, 60 min. inhibition, % at 10 µM. hit rate 0.01% among 330,000. AID 488839;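 active means highest replicate inhibition of at least 50% and at least 75% of replicates reaching 50%; inconclusive means only one of the two criteria met; inactive means both criteria failed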;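 further: plate controls were DMSO neutral control for no effect and GW8510 at 10 µM for full effect; many of its hits are not listed in these tables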
Target sequence (Q00535 whole entry, looked up): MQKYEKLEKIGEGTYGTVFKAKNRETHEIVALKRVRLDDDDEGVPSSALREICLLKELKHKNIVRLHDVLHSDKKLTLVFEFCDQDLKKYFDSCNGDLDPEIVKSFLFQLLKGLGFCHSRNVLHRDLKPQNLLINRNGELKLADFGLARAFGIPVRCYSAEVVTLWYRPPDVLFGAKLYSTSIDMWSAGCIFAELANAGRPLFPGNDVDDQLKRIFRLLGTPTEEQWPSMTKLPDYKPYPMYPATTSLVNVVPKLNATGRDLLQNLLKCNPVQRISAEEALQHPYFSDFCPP
Target sequence (Q15078 whole entry, looked up): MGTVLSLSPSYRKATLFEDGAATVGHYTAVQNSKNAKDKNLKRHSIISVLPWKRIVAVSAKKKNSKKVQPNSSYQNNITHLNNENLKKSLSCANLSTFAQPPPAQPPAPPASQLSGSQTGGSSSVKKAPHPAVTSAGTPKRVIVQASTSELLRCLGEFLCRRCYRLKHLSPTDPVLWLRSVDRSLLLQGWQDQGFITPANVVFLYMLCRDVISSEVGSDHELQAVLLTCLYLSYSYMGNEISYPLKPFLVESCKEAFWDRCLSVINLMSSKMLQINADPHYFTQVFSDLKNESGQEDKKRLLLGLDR
MITF act = increases MITF-driven TRPM1 promoter luciferase signal; SK-MEL-5 TRPM1-promoter luciferase, 24 h; % of positive control, neutral wells = 0; activation, % at 12.5 µM; hit rate 0.75% among 300,000;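 active means mean activation of at least 80% with every replicate also reaching 80%; inconclusive means mean reaches 80% but some replicate falls short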;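 further: 0% = neutral control wells and 100% = parthenolide positive control wells; values of inactives mirror those of a sister screen read the other way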
dFosB act = enhances mouse delta FosB homodimer DNA binding; purified delta FosB, TAMRA-CDK5 oligo fluorescence polarization; percent of positive-control signal above neutral wells; activation, % at 25 µM; hit rate 0.99% among 340,000; AID 493131;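 active means mean activation above about 17%, with every replicate also reaching it, limit read from the data, passing the limit was not always enough; inconclusive means only one of the two conditions met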;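 further: fluorescence polarization rise as delta FosB binds a TAMRA Cdk5 AP-1 oligo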
cardiac RTF act = cardiac RTF calcium sensitization; P19429+P45379; IANBD-labeled TnC RTF fluorescence at EC20 calcium; 0% EC20 calcium, 100% full calcium; activation, % at 7.2 µM; hit rate 0.24% among 340,000; AID 493008;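 active means activation above the mean over all tested compounds plus 3 SD, cut at about 30% in these data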;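 further: rise in fluorescence read as greater calcium sensitivity of cardiac thin filaments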
HTR5A ag ctr = activates human HTR5A in OPRM1-OPRD1 agonist counter-screen; P47898; HTR5A agonist assay, luminescence, cell-based; activation, % at 9.3 µM; hit rate 0.61% among 340,000; AID 504692; in the data active means activation mostly above about 9.5%, no sharp cut-off; inactive means mostly below about 7.6%;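 further: 0% = cells with vehicle only and 100% = reference agonist; strong numbers were not always called active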
Target sequence (P47898 whole entry, looked up): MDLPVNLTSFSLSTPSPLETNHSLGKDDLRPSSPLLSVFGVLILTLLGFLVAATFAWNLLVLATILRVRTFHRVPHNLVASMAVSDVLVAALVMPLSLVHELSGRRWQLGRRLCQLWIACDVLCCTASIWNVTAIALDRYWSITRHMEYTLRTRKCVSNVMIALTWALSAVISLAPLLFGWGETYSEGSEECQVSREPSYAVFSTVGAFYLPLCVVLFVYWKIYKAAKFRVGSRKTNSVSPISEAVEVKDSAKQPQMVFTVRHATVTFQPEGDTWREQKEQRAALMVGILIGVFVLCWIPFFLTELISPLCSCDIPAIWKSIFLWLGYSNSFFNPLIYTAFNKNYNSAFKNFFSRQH
PvdQ acylase = P. aeruginosa PvdQ acylase inhibition; purified PvdQ acylase, fluorescence plate reader; inhibition, % at 10 µM; hit rate 0.063% among 340,000; AID 488965; in the data active means inhibition above about 30%, passing the limit was not always enough; inconclusive means no clear call, values can overlap the other calls;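 further: 0% = vehicle neutral wells and 100% = reference inhibitor wells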
Rtt109 HAT inh = blocks Candida albicans Rtt109/Vps75 acetyltransferase activity | purified Rtt109/Vps75, ThioGlo CoA-SH fluorescence, 4 h | inhibition, % at 34.9 µM | hit rate 0.16% among 330,000 | AID 540336;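 active means inhibition of at least 50% in every replicate; inconclusive means best replicate reaches 50% inhibition but some replicates fall short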
Starred values were filed as active, the others as inactive; ? = inconclusive; . = not tested or not shown.

SMILES | Wnt bcat act | SR-BI uptake up | SR-BI DiI inh | CDK5 inh | MITF act | dFosB act | cardiac RTF act | HTR5A ag ctr | PvdQ acylase | Rtt109 HAT inh
CC1(C)C[C@@H]2C[C@@](C)(CN2C(=O)c2ccccc2)C1 | -1.0 | 5.1 | -5.1 | 2.9 | . | -2.0 | 2.7 | -2.6 | -14.5 | -0.3
COc1ccc(NS(=O)(=O)c2ccc(NC(C)=O)cc2)cc1OC | . | -4.4 | 4.4 | -0.9 | . | 0.7 | 0.7 | 3.8 | -10.9 | .
CC(C(=O)NC1CCCCC1)N1C(=O)c2cccc3cccc1c23 (stereo not drawn) | -3.8 | -15.2 | 15.2 | 0.3 | -2.9 | -6.7 | -3.2 | -0.8 | -5.4 | -87.3
O=C(Cc1cccs1)Nc1nnc(CCc2ccccc2)s1 | -1.7 | 11.2 | -11.2 | 1.5 | -2.1 | -14.7 | -1.2 | 1.0 | -13.7 | -15.5
N#CCC1c2ccccc2CCN1C(=O)Nc1ccc(Cl)cc1 (stereo not drawn) | . | -21.9 | 21.9 | -1.1 | -4.6 | -3.3 | -1.1 | 2.3 | -8.3 | 6.4
CC(C)C(NS(=O)(=O)c1c(Cl)cccc1Cl)C(=O)OCC(=O)c1c[nH]c2ccccc12 (stereo not drawn) | . | -20.0 | 20.0 | 0.1 | -9.6 | -1.2 | 6.4 | 2.3 | 4.8 | 9.8
Cc1sc2ncnc(NCC(C)(C)N3CCOCC3)c2c1C | . | 5.7 | -5.7 | 0.4 | -6.8 | 1.9 | -2.1 | 7.8 | 0.0 | 11.0
CCOc1ccc(S(=O)(=O)NC(C)C(=O)NCc2ccccn2)cc1 (stereo not drawn) | -1.3 | 11.7 | -11.7 | 1.7 | -7.0 | -5.3 | -5.8 | 8.7 | 7.4 | 8.9
COC(=O)C(C)NC(=S)N1CCN(c2c(F)cc3c(=O)c(C(=O)O)cn(C4CC4)c3c2OC)CC1C (stereo not drawn) | 1.0 | . | . | -0.6 | -10.5 | -17.7 | -1.1 | -0.4 | -1.8 | 3.3
CCCS(=O)(=O)N1CCCC(C(=O)NCCc2ccc(Cl)cc2)C1 (stereo not drawn) | . | 0.1 | -0.1 | -1.4 | 3.3 | -4.1 | -2.5 | -3.0 | 4.4 | -0.4
Cc1ccc(C(=O)NCCc2ccccc2)cc1 | . | 14.1 | -14.1 | 1.4 | . | 1.3 | -1.4 | -1.6 | -10.8 | -2.1
C[C@@H](NC(=O)c1nc[nH]c1C(=O)NC1CCN(C(=O)OC(C)(C)C)CC1)c1ccccc1 | -2.4 | 41.1 | -41.1 | 2.9 | -5.3 | -5.7 | -3.4 | 0.4 | -5.2 | 24.4

Another view of some results above:
| Structure | Wnt bcat act | SR-BI uptake up | SR-BI DiI inh | CDK5 inh | MITF act | dFosB act | cardiac RTF act | HTR5A ag ctr | PvdQ acylase | Rtt109 HAT inh |
| --- | --- | --- | --- | --- | --- | --- | --- | --- | --- | --- |
| COc1ccc(NS(=O)(=O)c2ccc(NC(C)=O)cc2)cc1OC | . | -4.4 | 4.4 | -0.9 | . | 0.7 | 0.7 | 3.8 | -10.9 | . |
| CCCS(=O)(=O)N1CCCC(C(=O)NCCc2ccc(Cl)cc2)C1 (stereo not drawn) | . | 0.1 | -0.1 | -1.4 | 3.3 | -4.1 | -2.5 | -3.0 | 4.4 | -0.4 |

(more compounds)
SMILES | Wnt bcat act | SR-BI uptake up | SR-BI DiI inh | CDK5 inh | MITF act | dFosB act | cardiac RTF act | HTR5A ag ctr | PvdQ acylase | Rtt109 HAT inh
CN1CCN(C(=O)c2ccc(S(=O)(=O)c3ccc(Br)cc3)cc2)CC1 | -0.6 | 6.9 | -6.9 | 0.9 | . | -1.0 | -1.4 | 4.0 | -18.6 | -10.9
CCN(CC(=O)Nc1ccccc1C(F)(F)F)C(=O)CCc1c(C)[nH]c(=O)c(C#N)c1C | -1.8 | -0.4 | 0.4 | 8.8 | 2.2 | 0.2 | -3.1 | -1.1 | 0.1 | 11.1
O=C(NCc1ccccc1F)C(=O)NCC1CCCN1S(=O)(=O)c1cccs1 (stereo not drawn) | -2.4 | 12.3 | -12.3 | -0.6 | -4.8 | 1.0 | -0.4 | 0.0 | 2.2 | 0.1
COc1ccccc1NC(=O)C(C)N(C)Cc1ccc(Cl)s1 (stereo not drawn) | -1.6 | -50.3 | 50.3 | 0.0 | 7.8 | -11.4 | -2.1 | 6.2 | -12.8 | -9.4
COc1cc(C(=O)NCC(=O)N/N=C(C)\C=C\c2ccccc2)cc(OC)c1OC | -0.8 | -30.1 | 30.1 | -1.4 | -14.0 | -9.0 | -1.1 | 0.3 | -9.5 | -32.7
COC(=O)NC1CCC(NC(=O)OC)CC1 (stereo not drawn) | -2.5 | 19.0 | -19.0 | 0.7 | -12.0 | 2.5 | 9.9 | 2.4 | -2.3 | -4.8
CNC(=O)Cn1ncc2c3ccccc3n(C)c2c1=O | . | 21.0 | -21.0 | 1.9 | -6.7 | 1.6 | -0.2 | 1.1 | -11.1 | -1.1
CCOc1[nH]n(-c2ccccc2)c(=O)c1C=Nc1ccc(OC)cc1 | -1.6 | -45.5 | 45.5 | 2.1 | 6.2 | -9.7 | 1.8 | -1.7 | -1.1 | 2.9
Cc1ccc(CNc2ncnc3c2cnn3-c2ccccc2)cc1 | 6.1 | -6.5 | 6.5 | -1.9 | . | 4.1 | 3.5 | 8.0 | 10.9 | 8.4
Cc1ccc(NC(=O)COC(=O)Cn2cnc3c2c(=O)n(C)c(=O)n3C)cc1 | -2.9 | 0.5 | -0.5 | 1.1 | 5.1 | 0.9 | -2.7 | 3.8 | -4.5 | -9.8
O=C(CSc1nnc(SCc2ccc(Cl)cc2)s1)N/N=C/c1c[nH]c2ccccc12 | . | . | . | -1.5 | 3.4 | 37.8* | 1.9 | 10.3 | -2.4 | -0.1
Cc1ccc(N(C)C(=O)c2ccc3c(Cl)c4c(nc3c2)CCC4)cc1C | 14.5 | 11.7 | -11.7 | -0.7 | . | -0.9 | 7.6 | 1.4 | 10.7 | 1.9
Cc1oc2c(c1C(=O)O)C(=O)c1ccccc1C2=O | 1.6 | . | . | -2.1 | -50.6 | 2.6 | -2.2 | 0.9 | -15.7 | -3.3
CSc1nccc(Oc2ccc(C#N)cc2)n1 | 1.7 | 17.4 | -17.4 | 0.0 | -2.5 | -3.7 | -0.8 | -4.1 | -10.6 | 3.5
COC(=O)c1cc(S(=O)(=O)Nc2cccc(S(N)(=O)=O)c2)oc1C | -1.0 | 4.5 | -4.5 | 0.8 | -3.0 | -2.5 | 2.8 | 9.3 | ? | 7.3
COc1cccc(CN(C)C(=O)CCN(c2ccccc2)S(=O)(=O)c2ccc(C)cc2)c1OC | -1.0 | -21.5 | 21.5 | 1.4 | -2.7 | 0.7 | -0.3 | 3.4 | -6.7 | 8.4
COCC(C)n1c(SCC(=O)NC(=O)Cc2ccccc2)nc2ccccc2c1=O (stereo not drawn) | -4.2 | . | 6.5 | -1.0 | -4.2 | -3.6 | 0.7 | -1.9 | -5.5 | 0.8
N#CCCn1cc(C(=O)Nc2ccc([N+](=O)[O-])cc2)c(-c2cc3ccccc3o2)n1 | -3.8 | -41.7 | 41.7 | -1.0 | -6.1 | 7.7 | 6.8 | 5.7 | -3.8 | -10.3
CC(=O)NC(C)C(=O)OCC(=O)c1ccc(Cl)s1 (stereo not drawn) | 0.1 | 4.9 | -4.9 | 0.7 | -3.3 | 4.0 | -4.3 | -5.2 | -9.6 | -7.1
COc1cccc(C(=O)OC(C)C(=O)NCC2CCCCC2)c1 (stereo not drawn) | 1.3 | 6.6 | -6.6 | 0.2 | 7.8 | 4.9 | -6.9 | 1.1 | 7.2 | 3.0
CCN(CC)S(=O)(=O)c1ccc2oc(SCc3ccc(F)cc3)nc2c1 | . | -46.1 | 46.1 | -0.9 | 7.7 | 5.3 | -1.2 | 0.7 | -8.1 | 7.4
CC1(C)Cc2c(cnn2-c2ccccc2)C(NC(=O)CCc2ccc(=O)[nH]n2)C1 (stereo not drawn) | 2.1 | 8.6 | -8.6 | 0.2 | 20.1 | -2.4 | -3.2 | 0.1 | -6.0 | -17.9
O=[N+]([O-])c1ccc(C(=S)N2CCN(Cc3ccccc3)CC2)cc1 | -2.0 | -5.8 | 5.8 | 1.1 | -4.5 | -3.9 | 2.1 | 7.8 | -18.6 | 5.0
CCOc1ccc2oc(=O)cc(CN3CCN(Cc4ccccc4)CC3)c2c1 | 0.9 | -8.6 | 8.6 | 0.4 | -7.0 | -5.1 | -4.2 | 1.4 | -6.4 | -2.5
CCN1CCN(S(=O)(=O)c2ccc3[nH]c(=O)oc3c2)CC1 | -3.1 | 18.6 | -18.6 | 0.6 | . | 5.6 | -1.6 | -3.1 | -5.0 | 19.7
COc1ccc2sc(-c3ccc(N(C)C)cc3)c(-c3cnc(OC)nc3)c2c1 | 28.2 | -82.0 | 82.0* | -1.0 | 66.3 | -2.7 | 2.7 | -1.2 | -8.4 | -2.1
Cc1nn2c(N)c(-c3ccccc3)cnc2c1-c1ccc(Cl)cc1 | 16.6 | -34.5 | 34.5 | -1.7 | 101.1* | -15.9 | 0.3 | 1.9 | -8.0 | -2.1
CCCN(CC1CC1)C(=O)COC(=O)c1ccc(CNS(=O)(=O)c2ccc(F)c(Cl)c2)cc1 | -15.0 | -15.0 | 15.0 | 3.0 | -1.8 | -5.5 | 0.3 | 0.3 | -7.1 | -11.9
Cc1nnc(SCC(=O)Nc2nc3ccccc3s2)n(N)c1=O | -1.1 | 31.3 | -31.3 | -0.4 | -7.5 | 9.4 | 4.5 | 2.3 | 1.7 | 1.0
O=C1CC[C@@H]2CC3(C[C@@H]4CCN1[C@H]24)Nc1ccccc1NC3=NC1CCCCC1 (stereo partly drawn) | 0.1 | 14.6 | -14.6 | -0.7 | 6.9 | -3.3 | 0.6 | -3.7 | -4.5 | 2.4
CN(C(=O)COC(=O)c1n[nH]c2ccccc12)C1CCS(=O)(=O)C1 (stereo not drawn) | . | 11.5 | -11.5 | -2.2 | -4.4 | -1.9 | 15.1 | -1.9 | -9.5 | 1.4
Cc1cnccc1NC(=O)c1cccs1 | 0.9 | 2.7 | -2.7 | 0.8 | 5.7 | -6.7 | 2.4 | -1.7 | -7.1 | -0.5
CC1(C)Cc2[nH]c(=O)c(C#N)cc2CS1 | . | . | -6.9 | -0.6 | -7.2 | 1.5 | 7.0 | -4.4 | -14.2 | -5.8
O=C(CN1CCCC1)Nc1cc(F)ccc1F | 10.5 | 21.2 | -21.2 | -0.5 | -10.1 | -3.1 | -1.0 | 0.3 | -3.3 | -8.6
O=C(O)C1CC=CCC1C(=O)Nc1ccc(Oc2ccc(Cl)cc2)cc1 (stereo not drawn) | -3.4 | -7.7 | 7.7 | -5.0 | 6.7 | -4.8 | 4.5 | 6.5 | -5.8 | -2.7
CCCc1cc(=O)oc2cc(OC(C)C(=O)NC3CC(C)(C)NC(C)(C)C3)ccc12 (stereo not drawn) | 0.4 | 4.2 | -4.2 | 0.3 | -1.4 | -6.4 | 1.8 | -2.1 | -12.3 | -3.8
